# Screening data (PubChem BioAssay)
# Tau fibril FP = qHTS for Inhibitors of Tau Fibril Formation, Fluorescence Polarization; K18 P301L tau heparin fibrillization, Alexa594 FP, 6 h; actives 0.39% (n = 280,000); AID 1468, 2008; Potency, µM (titrated, usually from 57.7 µM), for inactives: at the top dose activity, negative = inhibition, most hits filed as inhibitors; note: % is set by controls: 0 for no effect and ±100 for the full control effect; nearly all actives have a fitted effect of over 55% in size
#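 FP of Alexa 594-tau after heparin (20 uM) induction. Substrate: human K18 P301L, 15 uM unlabeled, 0.24 uM labeled. Buffer 100 mM sodium acetate pH 7. 6 hr, 37 C.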
# HTT ATP protect = qHTS Multiplex Assay to Identify Dual Action Probes in a Cell Model of Huntington: Cytoprotection (ATP); actives 0.14% (n = 230,000); PC12 HTT-Q103 induced, cytoprotection, ATP luminescence, 40 h; Potency, µM (series often up to 56.4 µM), inactives show cytoprotection (ATP increase), most hits filed as activators;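 note: % of control where 0% means no effect; nearly all actives have a fitted effect of over 45% in size; toxic huntingtin expression switched on by the ecdysone agonist tebufenozide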
#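 Compounds added alongside 100 nM tebufenozide, which induces toxic Q103 huntingtin exon 1-GFP in stable PC12 cells; surviving cells quantified by luminescent ATP measurement. Medium: phenol red-free DMEM, 5% equine and 5% calf serum.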
# Tau fibril ThT = qHTS for Inhibitors of Tau Fibril Formation, Thioflavin T Binding | Microtubule-associated protein tau (Homo sapiens), P10636 | recombinant tau K18 P301L, heparin-induced fibrillization, ThT fluorescence | Potency, µM (titrated, usually from 57.4 µM), for inactives: at the highest dose activity, negative = inhibition, actives largely listed as inhibitors | actives 2.1% (n = 270,000) | AID 1460, 2008; note: % is set by controls: 0 for no effect and ±100 for the full control effect; nearly all actives have a fitted effect of over 55% in size
#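 Recombinant human tau K18 fragment […] carrying P301L, 15 uM unlabeled plus 0.24 uM Alexa 594-labeled, was fibrillized with 20 uM heparin in 100 mM sodium acetate pH 7 for 6 hr at 37 C; 30 uM ThT fluorescence read after 1 hr.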
# TR SRC2 fluor cs = Total Fluorescence Counterscreen for Inhibitors of the Interaction of Thyroid Hormone Receptor and Steroid Receptor Coregulator 2; TRb/SRC2 Texas Red total fluorescence interference; actives 0.29% (n = 280,000); AID 1479, 2009; Potency, µM (series often up to 106 µM), inactives show top-dose fluorescence change, negative = quenching; active = well fitted curve in either direction with a large enough effect; inconclusive = small, poorly fitted or top-dose-only effect; note: % is set by controls: 0 for no effect and ±100 for the full control effect
#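 Human TRb ligand-binding domain at 0.6 uM with 20 nM Texas Red SRC2 peptide in Tris buffer containing 1 uM T3 and 5% DMSO, incubated with compound 5 h at ambient temperature. Total fluorescence (555/632 nm) calculated as parallel + 2 × perpendicular.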
# TRb SRC2 PPI = qHTS for Inhibitors of the Interaction of Thyroid Hormone Receptor and Steroid Receptor Coregulator 2. actives 0.065% (n = 280,000). Thyroid hormone receptor beta (Homo sapiens), P10828. Potency, µM (series often up to 106 µM), for inactives: at the highest dose activity change, negative = inhibition, hits mostly inhibitors. TRbeta-SRC2 peptide binding, fluorescence polarization; receptor liganded with 1 µM T3;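 note: plate controls were bound peptide for no effect and peptide without receptor for full effect; nearly all actives have a fitted effect of over 50% in size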
# Target sequence (P10828 whole entry, looked up): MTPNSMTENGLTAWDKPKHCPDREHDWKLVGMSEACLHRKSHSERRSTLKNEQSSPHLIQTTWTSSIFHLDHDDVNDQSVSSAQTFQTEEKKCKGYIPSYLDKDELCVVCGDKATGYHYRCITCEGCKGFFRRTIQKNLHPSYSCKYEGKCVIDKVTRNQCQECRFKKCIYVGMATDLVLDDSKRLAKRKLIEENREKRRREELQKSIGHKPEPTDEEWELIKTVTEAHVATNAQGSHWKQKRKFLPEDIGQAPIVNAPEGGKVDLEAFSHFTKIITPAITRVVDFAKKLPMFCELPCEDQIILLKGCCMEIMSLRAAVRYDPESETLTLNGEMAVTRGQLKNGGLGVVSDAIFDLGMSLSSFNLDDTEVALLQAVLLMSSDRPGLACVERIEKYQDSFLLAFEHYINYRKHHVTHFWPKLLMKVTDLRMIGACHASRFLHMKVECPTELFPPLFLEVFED
#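 Decrease in fluorescence polarization of 20 nM Texas Red SRC2 coactivator peptide flagged inhibition of its binding to 0.6 uM TRb LBD; 1 uM T3 included, incubation 5 hr, ex 555/em 632 nm.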
# RECQ1 helicase = qHTS Assay for Inhibitors of RecQ-Like Dna Helicase 1 (RECQ1); actives 0.54% (n = 240,000); RECQ1 DNA unwinding, red fluorescence kinetic read; AID 2549, 2010; Potency, µM (top dose mostly 57.3 µM), for inactives: top-dose activity, negative = inhibition, most hits filed as inhibitors; ATP-dependent DNA helicase Q1 (Homo sapiens), P46063;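 note: plate controls were vehicle for no effect and no enzyme for full effect; nearly all actives have a fitted effect of over 30% in size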
# Target sequence (P46063 whole entry, looked up): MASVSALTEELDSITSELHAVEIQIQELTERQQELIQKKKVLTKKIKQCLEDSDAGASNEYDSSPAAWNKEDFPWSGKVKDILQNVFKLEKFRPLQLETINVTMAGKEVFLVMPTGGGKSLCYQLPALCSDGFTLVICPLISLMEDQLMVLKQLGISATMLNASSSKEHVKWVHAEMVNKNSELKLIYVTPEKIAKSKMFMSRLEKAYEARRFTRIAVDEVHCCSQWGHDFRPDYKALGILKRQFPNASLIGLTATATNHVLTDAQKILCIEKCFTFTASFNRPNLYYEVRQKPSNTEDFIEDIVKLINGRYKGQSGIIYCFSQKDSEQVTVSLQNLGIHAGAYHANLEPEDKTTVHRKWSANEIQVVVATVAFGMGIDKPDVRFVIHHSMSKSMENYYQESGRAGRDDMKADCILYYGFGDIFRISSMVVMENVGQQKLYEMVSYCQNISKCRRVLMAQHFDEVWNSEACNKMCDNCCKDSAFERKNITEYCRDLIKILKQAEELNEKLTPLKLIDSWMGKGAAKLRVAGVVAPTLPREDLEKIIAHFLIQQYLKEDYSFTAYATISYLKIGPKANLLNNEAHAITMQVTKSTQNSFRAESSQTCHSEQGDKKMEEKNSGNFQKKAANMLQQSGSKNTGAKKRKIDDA
#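 RECQ1T1 50 nM; forked duplex (20 bp + 30-nt ss tails) 200 nM, ATP 2 mM final; pH 8.0, 2 mM MgCl2, 2.5 ug/ml poly(dI-dC); 15 min compound preincubation; discontinuous kinetic read over 2 h at RT.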
# Tau fluor cs = Counterscreen qHTS for Inhibitors of Tau Fibril Formation, Fluorescence Polarization. tau K18 P301L Alexa594 fluorescence, heparin fibrillization. Potency, µM (titrated, usually from 57.7 µM), inactives show at the top dose activity change, negative = decrease. actives 0.93% (n = 280,000); note: % is set by controls: 0 for no effect and ±100 for the full control effect; nearly all actives have a fitted effect of over 55% in size
#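 Human tau K18 P301L (15 uM unlabeled, 0.24 uM Alexa 594-labeled) in 100 mM sodium acetate pH 7 with 20 uM heparin, 6 hr at 37 C. ThT 30 uM added, 1 hr ambient; Alexa 594 FP and total fluorescence read at 555/632 nm.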
# L3MBTL1 block = qHTS Assay for the Inhibitors of L3MBTL1 | Lethal(3)malignant brain tumor-like protein 1 (Homo sapiens), Q9Y468 | AlphaScreen L3MBTL1–H3K9me1 peptide binding | Potency, µM (highest dose often 57.1 µM), inactives show top-dose activity, negative = inhibition, hits mostly inhibitors | actives 0.66% (n = 230,000) | AID 485360, 2010; note: % is set by controls: 0 for no effect and ±100 for the full control effect; nearly all actives have a fitted effect of over 60% in size
#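 L3MBTL1 50 nM + b-AHA-H3(1-15)K9me1 75 nM, 30 min RT; compound added, 30 min RT; streptavidin donor/Ni-chelate acceptor beads 10 ug/mL each final, 30 min RT dark; AlphaScreen read.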
# The depositor's hits bear a star; i = inactive; ? = inconclusive; nt = no result given; & = joins results of further samples; [ ] = dose if it differs, or a comment. Unless noted, calls come from the whole dose curve; as a rule, active = well fitted curve in the direction sought with a large enough effect; inconclusive = small, poorly fitted or top-dose-only effect, or another doubt; inactive = no such curve, though single readings can be large; an effect the other way counts as inactive or inconclusive. Potency is the fitted concentration of half-maximal effect.
SMILES,Tau fibril FP,HTT ATP protect,Tau fibril ThT,TR SRC2 fluor cs,TRb SRC2 PPI,RECQ1 helicase,Tau fluor cs,L3MBTL1 block
CC(=O)c1sc(Nc2ccccn2)nc1C,1%,-16%[10 µM],-3%,-2%,-19%,-15%,-9%,-2%
C=CCc1c(C)nc(SCC(N)=O)[nH]c1=O,-5%,6%,-13%,-6%,-9%,-8%,-6%,nt
Cc1cccc(NC(=S)Nc2ccc(Oc3ccccc3)cc2)n1,3%,12%[10 µM],8%,1%,-22%,-3%,2%,25%
CC1CCC(Nc2ncnc3onc(-c4ccc(Cl)cc4)c23)CC1 (centres undefined),-6%,nt,4%,6%,-5%,nt,-13%,nt
O=C(CSc1nnc(-c2ccco2)n1Cc1ccccc1)NC(=O)NCc1ccco1,-2%,-17%[10 µM],-15%,3%,-20%,-26%,-10%,-14%
O=C(Cc1ccccc1)N/N=C\c1ccc(Br)o1,5%,13%,-7%,-3%,0%,i,-11%,-8%
Cc1ccc(-c2cc(C(=O)N/N=C/c3ccco3)[nH]n2)cc1,-8%,-17%,13%,1%,7%,i,-19%,nt
O=C(CSc1nc2ccccc2c(=O)n1-c1ccc(F)cc1F)Nc1ccc2c(c1)CCC2,8%,7%[10 µM],4%,-3%,10%,-1%,2%,1%
Cc1ccc(O)c(C(=O)/C=C/c2ccc3c(c2)OCCCO3)c1,0%,4%[10 µM],15%,-4%,1%,-6%,1%,?
COc1cc(C)c(Cl)cc1S(=O)(=O)NCc1ccco1,-2%,2%[0.074 µM],-8%,-2%,3%,i,-5%,-1%
CC(C)(Oc1ccc(Cl)cc1)C(=O)NCCN1C(=O)S/C(=C/c2cccnc2)C1=O,13%,-1%[10 µM],?,0%,-14%,-5%,-2%,1%
COc1cc(NC(=O)c2cc(OC)c(OC)c(OC)c2)c(OC)cc1NC(=O)CN1CCCCC1,10%,-27%,?,-4%,2%,0%,-21%,-7%[11.4 µM]
O=C(c1cc(COc2ccc(F)cc2Cl)on1)N1CCCC(c2ccccc2)C1 (centres undefined),-2%,11%[10 µM],-16%,-7%,0%,i,-24%,21%
CC(=O)c1ccc(N2CCN(c3nc4c(S(=O)(=O)c5ccc(C)c(C)c5)nnn4c4ccc(Cl)cc34)CC2)cc1,?,nt,0%,-29%,1%,nt,-8%,nt
CN1C2C=C(N(CCc3c[nH]c4ccccc34)C(=O)c3ccc(Cl)cc3)CC1CC2 (centres undefined),2%,-16%,-24%,-6%,0%,-3%,-12%,-3%
CC(=O)c1ccc(NC(=O)N2CCc3ccccc3C2)cc1,-7%,9%[10 µM],-16%,-5%,-4%,-7%,-3%,6%
NC(=O)c1ccsc1NC(=O)COC(=O)c1ccccc1NCc1ccco1,?,-3%,-20%,0%,12%,-1%,?,-14%
Cc1ccc(OCC(=O)N2CCN(C(=O)c3ccc([N+](=O)[O-])cc3)CC2)cc1,12%,12%[10 µM],-12%,-3%,-3%,-5%,5%,4%
COc1ccccc1-c1cc(C(=O)NCc2ccc(F)cc2)no1,-7%,-21%,-14%,-1%,1%,-15%,?,0%
CCOc1ccc(/C(O)=C2/C(=O)C(=O)N(CCOCCO)C2c2ccc(F)cc2)cc1 (centres undefined),-7%,-17%,-13%,-1%,-6%,i,-11%,4%
CCNC(=O)n1nccc1C(C)Oc1ccc(Cl)cc1 (centres undefined),-4%,-11%,-6%,-5%,0%,-4%,-10%,8%
COC(=O)c1ccc(C(NC(=O)OCc2ccccc2)/C(F)=C/[C@@H](C)C(=O)NCc2nc3ccccc3s2)cc1 (some centres undefined),6%,0%,-6%,-3%,0%,-1%,-9%,nt
CCOC(=O)c1c(C)[nH]c(C(=O)COC(=O)C(C)N2C(=O)C3CCCCC3C2=O)c1C (centres undefined),1%,-12%,-8%,-2%,-3%,4%,-10%,-8%
COc1ccccc1N1CCN(c2ncnc3onc(-c4cccc(Cl)c4)c23)CC1,1%,nt,4%,1%,0%,nt,-3%,nt
N#Cc1ccccc1Cn1cc(C#N)c2ccccc21,?,0%[1.9 µM],-1%,1%,-12%,-14%,-18%,2%
Clc1ccc(Nc2ncn[nH]2)c(Cl)c1,-2%,-35%[inhibitor][1.9 µM],-4%,-2%,1%,i,-6%,10%
Cc1sc2nc(SCC(=O)N3CCCC3)[nH]c(=O)c2c1C,0%,-16%,3%,2%,?,i,10%,8%
COC(=O)C1C(=O)C2=C(CC1C)NC(C)=C(C(=O)OC(C)C)C2c1ccc(OC)c(O)c1 (centres undefined),-9%,-28%[10 µM],-5%,3%,0%,-1%,-4%,5%
COc1ccc(-c2nc(C)c(CCNS(=O)(=O)c3cc(Cl)ccc3Cl)s2)cc1,-5%,nt,?,-3%,3%,nt,?,nt
Cc1cc(O)c(C(C)C)cc1N=Cc1ccccc1O,8.9µM*,-6%&0%[10 µM],3.5µM*,-25%,?,-6%,?,-29%
CC(C)C(=O)NC(=S)N1CCc2ccccc21,5%,nt,-2%,-1%,-9%,-1%,3%,-4%
COc1ccc(C2CC(C(F)(F)F)n3nc(C(=O)NCCCn4ccnc4)cc3N2)cc1OC (centres undefined),5%,5%,-5%,-7%,-5%,0%,2%,-6%
CC(=O)Cc1nsc(Nc2ccc(F)cc2)n1,-3%,-41%,-9%,-3%,-7%,-2%,-15%,12%
CCCCc1c(C)c2cc(C)ccc2[nH]c1=O,12%,-10%,?,-1%,-2%,-12%,-4%,nt
CC(C)N(C(=O)COC(=O)c1cc(Cl)cc(Cl)c1N)C(C)C,-4%,8%[10 µM],-9%,-5%,-6%,3%,-17%,nt
Cc1cc(Cl)c(OCCOCCN2CCC(C)CC2)c(Br)c1,-2%,34%[10 µM],-9%,-4%,-4%,i,0%,11%
COc1ccccc1N/N=C1\COC(C)(C)CC1=O,-3%,-13%[10 µM],?,-2%,6%,8%,-12%,?
NC(=O)c1cccc(N)c1,5%&-4%&-19%&-3%,-68%[inhibitor],-4%&-9%&-14%&-8%,0%&-3%&1%&-1%,5%&-1%&0%&5%,-7%&-6%,-2%&-4%&-24%&-9%,nt
CCCn1c(SCC(=O)Nc2ccccc2-c2ccccc2)nnc1-c1ccoc1C,2%,-13%[10 µM],-8%,0%,3%,-5%,2%,-3%
CCOC(=O)c1oc2ccc3c(c2c1C)C(=O)CC1(CCN(C(=O)OCC)CC1)O3,9%,-2%[10 µM],-13%,-2%,-15%,-4%,-5%,-7%
COc1ccc(OC)c(C2C(C(=O)Nc3ccccc3OC)=C(C)Nc3nc(CCCO)nn32)c1 (centres undefined),-2%,-24%,-7%,-2%,-2%,-1%,-10%,nt
COc1ccccc1CNC(=O)Cn1c(-c2ccc(F)cc2)cc(C(C)=O)c1C,-2%,nt,10%,-1%,-3%,nt,5%,nt
CCN(c1ccc(NC(=O)COC(=O)CCc2nc3ccccc3n2-c2ccccc2)cc1)C(C)C,2%,4%[1.9 µM],?,3%,0%,-5%,-29%,?
COc1ccc(C(=O)c2c(C)c3ccccc3n2CC(O)CNC(C)C)cc1 (centres undefined),14%,nt,-18%,1%,-2%,-5%,-5%,19%
CCSC1=N/C(=C\c2cccc(F)c2)C(=O)S1,-5%,-6%[0.074 µM],-10%,2%,-4%,-5%,-3%,-1%

# 2 successive compounds already listed, for reference:
SMILES,Tau fibril FP,HTT ATP protect,Tau fibril ThT,TR SRC2 fluor cs,TRb SRC2 PPI,RECQ1 helicase,Tau fluor cs,L3MBTL1 block
COc1ccc(C(=O)c2c(C)c3ccccc3n2CC(O)CNC(C)C)cc1 (centres undefined),14%,nt,-18%,1%,-2%,-5%,-5%,19%
CCSC1=N/C(=C\c2cccc(F)c2)C(=O)S1,-5%,-6%[0.074 µM],-10%,2%,-4%,-5%,-3%,-1%

# More records follow.
SMILES,Tau fibril FP,HTT ATP protect,Tau fibril ThT,TR SRC2 fluor cs,TRb SRC2 PPI,RECQ1 helicase,Tau fluor cs,L3MBTL1 block
Cc1ccc([N+](=O)[O-])cc1NC(=S)NC(=O)c1cccnc1,2%,nt,-3%,-5%,-6%,-10%,-6%,-2%
O=C(Nc1c(S(=O)(=O)c2ccccc2)csc1Br)c1ccccc1Cl,2%,8%[10 µM],-9%,-4%,2%,-5%,-11%,6%
CC(C)(C)OC(=O)NCCC(=O)N/N=C/c1cccc2cccnc12,9%,18%[10 µM],0%,-3%,-3%,-3%,7%,?
Cc1cc(C)n(-c2ccc(Cl)c(C(=O)NCc3ccccc3)n2)n1,6%,15%[10 µM],-1%,-5%,-2%,-4%,7%,5%[11.4 µM]
CCOc1ccc(Nc2ncnc3c2cnn3-c2ccc(F)cc2)cc1,-1%,nt,?,-1%,3%,nt,?,nt
CCC(=O)c1ccccc1OCCN1C(=O)NC(C)(C)C1=O,1%,19%,-7%,1%,3%,i,1%,2%
CC1CCN(S(=O)(=O)c2ccc(NC(=O)CSc3ncccc3C(=O)O)cc2)CC1,2%,-8%,-2%,-5%,-5%,i,-2%,nt
FC(F)Oc1ccc(-c2csc(NNC3=NCCCCC3)n2)cc1,?,19%,28µM*,1%,-4%,-2%,-29%,-20%

# The list is partial (hit frequency here may not be typical).
